# Source: PubChem
# MEP2-GFP yeast – modulators of MEP2-GFP levels in yeast, primary screen, S. cerevisiae, multiplex flow cytometry, MLPCN library. GFP response vs DMSO, % at 10 µM. AID 2016, 2009. S. cerevisiae MEP2-GFP strain, 3 h; 100% = DMSO control level. 0.51% of 330,000 active;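 active means GFP response versus DMSO above a set limit, roughly screen mean plus 3 SD, cut at about 180% in these data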;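 further: median GFP fluorescence of the barcode-gated MEP2-GFP cells per well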
# VLA-4 inh – inhibition in human VLA-4 binding assay, primary screen, VLA-4 allosteric modulator project, MLPCN library, flow cytometry, VLA-4 expressing cells. 0.2% of 330,000 active. AID 2557, 2010. inhibition, % (about 7 µM as worked out from the volumes in the protocol). Integrin alpha-4 (Homo sapiens), P13612. ligand binding flow cytometry; in the data active means inhibition above about 50%
# RPL19A-GFP yeast – RPL19A-GFP expression modulators in yeast, primary screen, cell-based, S. cerevisiae, multiplex flow cytometry, MLPCN. S. cerevisiae RPL19A-GFP strain, 3 h; hits give low values. percent response vs DMSO, % at 10 µM. 0.3% of 330,000 active;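 active means percent response vs DMSO below 50%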;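 further: median channel GFP fluorescence of the barcoded RPL19A-GFP strain; ratio of sample median GFP to plate DMSO average so 100% = DMSO; lower means less RPL19A-GFP as with rapamycin TOR inhibition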
# CIT2 TOR yeast – modulators of CIT2-GFP expression in yeast, primary screen, S. cerevisiae, GFP fusion, multiplex flow cytometry, MLPCN library; GFP response vs DMSO, % at 10 µM; 0.065% of 320,000 active; S. cerevisiae CIT2-GFP strain, 3 h; 100 means same as DMSO wells;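 active means GFP response relative to DMSO above a set limit, near the screen mean plus 3 SD, cut at about 150% in these data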;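 further: ratio of well median GFP fluorescence to mean of DMSO wells on the plate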
# CR mimetic SO – reduction of superoxide in aged yeast, primary screen, HTS; AID 2690, 2010; S. cerevisiae aged cells, superoxide DHE fluorescence; hits give low values; superoxide response (% of plate mean), % at 10 µM; 0.18% of 330,000 active;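 active means superoxide response under a set limit, about three screen SD below normal, cut at about 65% in these data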;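 further: yeast aged for seven days with compound at 30 °C before DHE staining; 100% = average MFI of all compound-treated wells on the plate with controls excluded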
# GRK2 aptamer HTS – compounds blocking aptamer binding on GRK2 – biochemical, human GRK2, bead flow cytometry, HTS, primary screen. FAM-aptamer displacement from GRK2. 0.59% of 330,000 active. inhibition of aptamer binding, % at 10 µM. AID 488847, 2010;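 active means inhibition of aptamer binding above 40%, roughly 3 SD of noise, on plates passing a quality check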;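 further: median bead fluorescence of bound FAM aptamer so fluorescent compounds give negative values; no value below 0 was filed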
# Target sequence (P25098 whole entry, looked up): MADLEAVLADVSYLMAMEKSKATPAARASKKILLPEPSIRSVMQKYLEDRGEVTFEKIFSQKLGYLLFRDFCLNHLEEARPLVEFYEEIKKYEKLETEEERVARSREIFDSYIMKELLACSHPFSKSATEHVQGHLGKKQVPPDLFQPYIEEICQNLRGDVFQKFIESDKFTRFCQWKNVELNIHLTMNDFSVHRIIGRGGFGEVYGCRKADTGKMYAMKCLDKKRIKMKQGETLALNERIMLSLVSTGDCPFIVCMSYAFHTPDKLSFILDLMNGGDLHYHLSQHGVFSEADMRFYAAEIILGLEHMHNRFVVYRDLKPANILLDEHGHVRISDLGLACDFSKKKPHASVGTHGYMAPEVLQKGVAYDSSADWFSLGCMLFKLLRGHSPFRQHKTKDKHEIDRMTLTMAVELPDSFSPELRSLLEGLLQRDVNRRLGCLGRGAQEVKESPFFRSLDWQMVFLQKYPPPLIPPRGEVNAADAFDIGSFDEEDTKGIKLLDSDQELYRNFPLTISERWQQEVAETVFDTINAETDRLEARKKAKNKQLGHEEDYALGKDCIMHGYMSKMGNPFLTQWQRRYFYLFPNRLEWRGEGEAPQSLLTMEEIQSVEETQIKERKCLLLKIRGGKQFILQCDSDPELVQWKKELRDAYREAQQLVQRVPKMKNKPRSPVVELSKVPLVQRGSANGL
# LAP4-GFP MLPCN – modulators of LAP4-GFP expression in yeast, primary screen, S. cerevisiae, multiplex flow cytometry, MLPCN library; 3 h; median GFP as percent of DMSO wells; GFP response vs DMSO, % at 10 µM; 0.34% of 320,000 active; AID 2023, 2009;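 active means GFP response vs DMSO above a set limit, about the screen mean plus 3 SD, cut at about 150% in these data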
# AGP1-GFP MLPCN – modulators of AGP1-GFP expression in yeast TOR pathway, primary screen, cell-based, multiplex flow cytometry, S. cerevisiae, MLPCN library | 0.02% of 320,000 active | 3 h; GFP as percent of DMSO wells | GFP response vs DMSO, % at 10 µM;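 active means GFP response relative to DMSO above a set limit, near screen average plus 3 SD, cut at about 150% in these data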;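 further: median GFP channel fluorescence of the gated AGP1 strain per well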
# Starred values were filed as active, the others as inactive; / = no result given.
# Values in the order – MEP2-GFP yeast	VLA-4 inh	RPL19A-GFP yeast	CIT2 TOR yeast	CR mimetic SO	GRK2 aptamer HTS	LAP4-GFP MLPCN	AGP1-GFP MLPCN
> COC(=O)c1c(NC(=O)c2cccc(S(=O)(=O)N3CCN(C)CC3)c2)sc(C)c1C
    104	3	97	95	107	0	111	109
> COc1ccc2cc(C3CC(c4cccs4)=NN3S(C)(=O)=O)c(Cl)nc2c1 (stereo unspecified)
    102	0	102	100	92	0	94	98
> O=[N+]([O-])c1ccccc1S(=O)(=O)n1nnc2ccccc21
    92	30	95	98	102	0	86	97
> COc1ccc(-c2nnc(SCC(=O)c3[nH]c(C)c(C(C)=O)c3C)o2)cc1
    116	-7	103	106	104	0	102	102
> COc1ccc(Nc2nnc(C)c(=O)[nH]2)cc1
    104	4	102	106	109	0	107	104
> CC1=C([N+](=O)[O-])C(c2ccccc2)NC(=O)N1 (stereo unspecified)
    99	6	103	97	99	0	83	95
> O=C(c1ccc([N+](=O)[O-])s1)N1CCCc2ccccc21
    105	1	102	105	118	0	101	98
> COc1ccc(CN(Cc2cc3ccc(C)cc3[nH]c2=O)Cc2nnnn2C2CCCC2)cc1
    104	5	99	97	122	0	100	102
> c1ccc(N(c2ccccc2)c2nc(-n3ccnc3)nc(-n3ccnc3)n2)cc1
    116	-22	102	73	152	1	131	77
> CC(C)(C)C(=O)Nc1nc2ccc(S(C)(=O)=O)cc2s1
    101	1	103	101	109	0	98	101
> CCCc1cc(=O)[nH]c(SCC(=O)c2cc(C)n(CC(F)(F)F)c2C)n1
    101	0	98	103	92	2	100	107
> CCOc1ccc2[nH]c(C(=O)N/N=C/c3ccccc3OC)cc2c1
    92	4	95	98	101	2	98	99
> Cc1cccc(C)c1NC(=O)CN(C)C(=O)CCC(=O)N1CCOCC1
    98	-7	98	108	87	2	87	98
> c1ccc(N2OCC3Cn4c(nc5ccccc54)C32)cc1 (stereo unspecified)
    95	-3	96	96	108	3	130	84
> Cc1nc2c(C#N)c(C)[nH]n2c(=O)c1Cc1ccccc1
    105	8	98	98	102	1	101	100
> O=C(COC(=O)c1ccccc1Br)NCc1cccs1
    98	-1	95	80	100	1	100	92
> Cc1ccc(C)c(OCCOCCN2CC(C)OC(C)C2)c1C (stereo unspecified)
    97	5	97	88	90	0	/	99
> COc1cccc(N(C(=O)c2ccco2)c2nc(-c3sc(NC(=O)c4ccco4)nc3C)cs2)c1
    96	4	107	88	113	0	115	94
> O=C(CSc1nc(-c2cccs2)cc(C(F)(F)F)n1)NCc1ccco1
    101	9	99	100	89	4	102	101
> CCOc1ccc(C(=O)N2CCC3(CC2)NCCc2[nH]cnc23)cc1
    99	18	99	104	91	0	98	105
> Cc1c(N=Cc2nc3ccccc3[nH]2)c(=O)n(-c2ccccc2)n1C
    105	5	103	98	97	0	107	99
> O=C(O)c1cccc(N/C(=N\S(=O)(=O)c2ccccc2)c2ccccc2)c1
    105	21	97	101	98	0	98	100
> Cc1ccccc1C(=O)Nc1ccnn1C1CCN(C(=O)C2CCOC2)CC1 (stereo unspecified)
    90	9	104	102	97	18	72	98
> COc1ccc(S(=O)(=O)Nc2cccc3c2O[C@H](CN(C)CC2CC2)[C@@H](C)CN([C@H](C)CO)C3=O)cc1
    93	-10	93	83	97	4	88	87
> O=C(Nc1nnc(SCC(=O)N2CCCCC2)s1)c1ccccc1F
    105	4	98	93	112	8	99	91
> CCOC(=O)N1CCN(C(=O)c2ccc3c(=O)n(CCc4ccccc4)c(=S)[nH]c3c2)CC1
    103	3	99	103	94	1	97	99
> O=C(CSc1ncnc2nc[nH]c12)N1CCN(c2ccccc2)CC1
    107	7	108	115	85	0	104	108
> CCOc1ccc(CNC(=O)Cn2nc(C)c3c(C)n(-c4ccc(C)cc4)nc3c2=O)cc1
    102	30	97	99	101	0	97	100
> CCOc1ccc(OCC(=O)Nc2ccc(N3CCCCC3)cc2)cc1
    112	0	107	/	89	0	91	97
> COc1ccccc1OCC(=O)NCCCN1CCOCC1
    103	4	102	103	98	0	105	101
> COCCn1c(SC2CCCCC2=O)nnc1-c1ccncc1 (stereo unspecified)
    95	10	96	92	113	9	94	99
> CCOC(=O)N1CCC(NS(=O)(=O)c2cc3c(cc2Cl)NC(=O)CO3)CC1
    97	-2	100	102	101	0	96	102
> CCOC(=O)CNC(=O)CSc1nnc(-c2ccco2)n1Cc1ccco1
    106	3	101	106	92	0	101	105
> c1ccc(C2=NN(c3ccccc3)CC2)cc1
    102	12	102	100	93	0	107	104
> COC(=O)C(C)n1nc(C)n(-c2ccc(C)cc2)c1=O (stereo unspecified)
    103	14	101	101	98	0	101	102
> CC(CC(=O)N1CCN(c2ccccc2)CC1)c1ccccc1 (stereo unspecified)
    98	-28	96	90	103	4	101	92
> CCOC(=O)C1=C(O)/C(=C/c2cc(OC)c(OC)c(OC)c2)N=C1C
    116	-5	108	115	105	1	107	113
> CC1CCC(C(C)C)C(OC(=O)COC(=O)c2cccn2C)C1 (stereo unspecified)
    104	5	98	101	106	0	103	101
> CC1=CC(C)(C)Nc2ccc(OC(=O)C(Cc3ccccc3)N3C(=O)C4CCCCC4C3=O)cc21 (stereo unspecified)
    111	-16	101	96	98	0	101	102
> CCOC(=O)c1ccc(-c2ccc3oc(-c4ccsc4)cc(=O)c3c2)cc1F
    97	7	95	89	109	5	94	101
> CCOC(=O)C1=C(COC(=O)C2(C)CC2(Cl)Cl)NC(=O)NC1c1ccc(OC)cc1 (stereo unspecified)
    99	7	96	100	96	1	100	99
> CC(CO)(CO)NCc1ccc(-c2ccccc2)cc1
    100	-1	98	94	99	4	90	99
> NS(=O)(=O)c1ccc(NC(=O)c2ccccc2C(=O)N2CCCCC2)cc1
    104	-2	103	/	103	0	93	104
> CN(C)S(=O)(=O)c1ccc(C(=O)Nc2nc(-c3cc4ccccc4o3)cs2)cc1
    98	-12	103	102	130	0	92	96
> COc1ccc(NS(=O)(=O)c2ccc(Br)s2)cc1OC
    100	-11	97	98	94	0	98	101
> COc1cccc(-c2sc3ccc(OC)cc3c2C#CCC(C)O)c1 (stereo unspecified)
    100	0	98	90	102	1	115	96
> O=C1c2ccccc2C(O)(c2ccccc2)N1C1CC1 (stereo unspecified)
    101	7	97	90	100	0	95	99
> c1ccc(NC2=NCCN2CCCC2CCCCC2)cc1
    96	46	96	94	97	0	93	97
> S=c1[nH]nc(Nc2cccc(Cl)c2)s1
    98	10	101	94	107	0	95	100
> Cn1c(=O)[nH]c(=O)c2c1nc(N/N=C/c1cccnc1)n2Cc1ccc(Cl)cc1
    93	24	98	98	108	1	105	111

# Next part:
# Values in the order – MEP2-GFP yeast	VLA-4 inh	RPL19A-GFP yeast	CIT2 TOR yeast	CR mimetic SO	GRK2 aptamer HTS	LAP4-GFP MLPCN	AGP1-GFP MLPCN
> CC1=C(C#N)C(NC(=O)c2cccc(Cl)c2)(C(F)(F)F)C(=O)N1 (stereo unspecified)
    102	-17	103	101	100	1	108	99
> CCC(=O)NS(=O)(=O)c1ccc(N=NN2CCCCC2)cc1
    103	-9	102	104	110	6	101	97
> C/C(=N/NC(=O)c1sc(NS(=O)(=O)c2ccccc2)nc1C)c1sc(N)nc1C
    114	-7	112	114	84	12	108	111
> CCOC(=O)CCCNC(=O)CCNC(=O)c1ccc(OCC(C)C)cc1
    103	-3	100	99	114	1	108	106
> O=C(NCc1ccco1)C(c1ccccc1)N(C(=O)Cc1cccs1)c1ccccc1 (stereo unspecified)
    91	-5	96	83	97	3	92	96
> COc1ccc(/C=C/C(=O)Oc2cccc(/C=N/NC(=O)Cc3ccc(Br)cc3)c2)cc1
    97	1	95	96	107	2	114	106
> c1ccc(OCc2nn3c(Cn4cnc5ccccc54)nnc3s2)cc1
    104	-12	103	112	108	0	103	106
> OC1CCN(c2c3c(nc4cc(-c5cccc(F)c5)nn24)CCCC3)CC1
    101	-23	98	106	124	3	124	98
> COc1ccc(C(=O)COC(=O)CNC(=O)c2cc(OC)cc(OC)c2)cc1
    99	4	103	111	88	0	95	101
> CCOC(=O)CSc1[nH]c(=O)cc(C)c1C#N
    94	5	97	109	101	2	86	101
> CCCc1nc2oc3c(NCCN4CCOCC4)ncnc3c2c2c1CCCC2
    102	0	99	101	108	0	111	98
> COc1ccc(CCn2c(=N)c(S(=O)(=O)c3ccccc3)cc3c(=O)n4ccccc4nc32)cc1
    98	8	95	102	110	0	95	99
> COc1ccc(OC)c(S(=O)(=O)N2CCCC(C(=O)NCCN3CCOCC3)C2)c1 (stereo unspecified)
    103	6	106	103	100	1	101	106
> COc1ccc(NC(=O)C2CC(=O)NC3=C2C(=O)CC(C)(C)C3)cc1 (stereo unspecified)
    105	-51	106	118	94	0	100	104
> Cc1ccc2nc(Cn3cc(C(F)(F)F)cc(Cl)c3=O)cc(=O)n2c1
    107	-5	96	96	100	4	100	100
> O=C(COc1ccccc1)Nc1cc(NC(=O)COc2ccccc2)cc(C(=O)O)c1
    100	5	106	112	97	0	83	110
> Cc1nnc(SCc2cc(=O)oc3cc(O)ccc23)n1Cc1ccccc1
    108	17	113	117	103	8	98	113
> Cc1nnc(SC(C(=O)Nc2ccc(Cl)c([N+](=O)[O-])c2)c2ccccc2)[nH]c1=O (stereo unspecified)
    96	0	93	106	92	2	105	112
> COc1ccc(Cc2nnc(SCC(=O)Nc3ccccc3)[nH]c2=O)cc1
    99	-12	97	100	104	7	100	107
> CN(CC(=O)Nc1ccc(C(N)=O)cc1)CC(=O)Nc1ccccc1Br
    96	0	99	97	91	2	100	101
> COc1ccc(CCNC(=O)C2CC(=O)N(c3ccc(C)cc3)C2)cc1 (stereo unspecified)
    102	4	103	103	111	5	95	98
> O=C(O)c1ccc(NC(=O)c2cn(-c3ccccc3)nc2-c2cccc(Cl)c2)cc1
    104	7	107	109	97	1	98	103
> Cc1cc(C)c2cc(CN(Cc3nnnn3C3CCCCC3)CC3CCCO3)c(=O)[nH]c2c1 (stereo unspecified)
    109	-1	104	102	108	0	106	106
> Cc1ccc(S(=O)(=O)NCC(=O)NCC(=O)N2CCN(c3ncccn3)CC2)cc1C
    108	-4	100	92	88	1	104	101
> Cc1[nH]n(-c2ccccc2)c(=O)c1/C=N/NC(=O)c1ccc(O)cc1O
    102	2	92	111	90	4	112	108
> O=C(NCCC1=CCCCC1)C1CCN(C(=O)Cc2ccccc2)CC1
    95	11	95	94	124	28	97	94
> Cc1ccccc1NC(=O)CCCC(=O)c1ccccc1
    113	5	110	113	101	0	104	109
> CNc1cc(C)c(C#N)c2nc3ccccc3n12
    103	-4	99	102	109	4	92	100
> Cc1ccc(NC2=CC(=O)CC(c3ccccc3)C2)cc1 (stereo unspecified)
    108	11	103	115	100	3	78	94
> O=C(COC(=O)c1ccc(Cl)c([N+](=O)[O-])c1)Nc1ccccc1OC(F)F
    105	1	104	97	122	4	104	105
